From PubChem
LMPTP block: LMPTP (human) inhibition; P24666; recombinant LMPTP-A, OMFP fluorogenic substrate, fluorescence intensity; inhibition, % at 20 µM; actives 0.22% (n = 360,000); AID 651560;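 active = compounds that cut the enzyme signal by at least half of the control window in the single-dose screen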;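 also: plate controls were DMSO wells with enzyme plus substrate for no effect and substrate without enzyme for full effect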
Target sequence (P24666 whole entry, looked up): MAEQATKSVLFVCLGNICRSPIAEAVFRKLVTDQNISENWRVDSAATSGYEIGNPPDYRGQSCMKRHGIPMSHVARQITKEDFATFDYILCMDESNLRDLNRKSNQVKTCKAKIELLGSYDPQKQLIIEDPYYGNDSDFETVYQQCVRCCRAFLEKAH
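Assay system: LMPTP-A phosphatase enzyme | Input: 0.625 nM enzyme | Also added: Fluorogenic phosphatase substrate OMFP at 400 µM final | Compound dosing: One test concentration per compound, 20 µM, with 3% DMSO overall | Schedule: 50 min enzyme reaction at room temperature, protected from light | Signal: Fluorescence intensity | Benchmarks: no-enzyme and uninhibited controls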
SKN-1 inh: C. elegans SKN-1 inhibition; C. elegans VP596 Pgst-4::GFP/RFP ratio, acrylamide-induced, 24 h; inhibition, % at 21.8 µM; actives 0.49% (n = 360,000);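 active = interference check ratio from 0.5 to 1.5 plus GFP to RFP signal ratio inhibition reaching or exceeding a fixed threshold, cut at about 30% in these data, passing the limit was not always enough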; also: some compounds called inactive have numbers as strong as hits
NRP1-CendR mod: modulators of CendR peptide binding to human neuropilin-1; FAM-RPARPAR peptide binding to NRP-1, fluorescence polarization; actives 0.85% (n = 360,000); inhibition, % at 25 µM; O14786; AID 602438;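 active = inhibition or corrected inhibition above about 18%, plus a signal ratio from 0.5 to 1.5, limit read from the data, passing the limit was not always enough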; also: strong numbers were not always called active
STEP inh: inhibitors of human striatal-enriched phosphatase STEP; recombinant STEP, OMFP fluorogenic substrate, fluorescence; inhibition, % at 20 µM; actives 0.25% (n = 360,000); P54829;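 active = inhibition at 20 µM, scaled per plate between control wells, above about 37%, limit read from the data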;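 also: 0% = DMSO with enzyme and substrate and 100% = substrate only without enzyme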
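System: STEP (striatal-enriched tyrosine phosphatase) enzyme, cell-free; medium: Bis-Tris pH 6.0 buffer with DTT, detergent; dosing: 20 µM, 1% DMSO; times: reaction 20 min, ambient temperature; detection: fluorescence, 480/540 nm; read-out basis: normalized % inhibition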
Scp1 inh: Scp-1 (human) phosphatase inhibition; Q9GZU7; inhibition, % at 20 µM; actives 0.88% (n = 340,000); Recombinant Scp1, phosphopeptide, malachite green phosphate absorbance;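 active = inhibition above about 50% at 20 µM, limit read from the data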;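 also: plate controls were DMSO wells with enzyme for no effect and wells lacking enzyme for full effect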
Target sequence (Q9GZU7 76-261 limits assumed): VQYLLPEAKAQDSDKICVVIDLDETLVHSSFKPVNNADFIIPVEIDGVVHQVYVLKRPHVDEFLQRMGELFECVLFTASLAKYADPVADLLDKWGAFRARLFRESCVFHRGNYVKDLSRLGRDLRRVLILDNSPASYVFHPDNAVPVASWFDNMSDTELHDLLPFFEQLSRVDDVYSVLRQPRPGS
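System: SCP-1 catalytic domain; Reagent: Phospho 17-mer peptide substrate; Doses: one concentration, 20 µM, with 1.0% DMSO; Incubation: 45 min room-temperature reaction, 5 min colour, 30 min stabiliser; Signal: Phosphate-binding colour reagent, absorbance read at 630 nm.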
SUMO1 PPI mod: modulators of human SUMO1-mediated protein-protein interactions. P63165. inhibition, % at 20 µM. SUMO1 binding to a labelled peptide, TR-FRET, 1 h. AID 602429. actives 0.33% (n = 360,000); in the data active = inhibition above about 37%
Target sequence (P63165 whole entry, looked up): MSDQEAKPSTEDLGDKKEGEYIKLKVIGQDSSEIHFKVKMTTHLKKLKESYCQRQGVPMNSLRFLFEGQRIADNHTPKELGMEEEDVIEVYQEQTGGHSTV
NadD inh: blocks S. aureus nicotinate mononucleotide adenylyltransferase | purified NadD enzyme, colorimetric absorbance read-out | inhibition, % at 20 µM | actives 0.78% (n = 360,000); in the data active = inhibition above about 26%; also: some compounds past the cut are filed as inactive
Rpn11 block: blocks the human proteasome subunit Rpn11 | O00487 | human 26S proteasome, Ub4-pepOG fluorescence polarization; 20S core pre-blocked with epoxomicin | calls only at 20 µM | actives 0.59% (n = 360,000);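 active = inhibition at 20 µM, scaled to each plate's controls, above about 33%, limit read from the data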
Target sequence (O00487 whole entry, looked up): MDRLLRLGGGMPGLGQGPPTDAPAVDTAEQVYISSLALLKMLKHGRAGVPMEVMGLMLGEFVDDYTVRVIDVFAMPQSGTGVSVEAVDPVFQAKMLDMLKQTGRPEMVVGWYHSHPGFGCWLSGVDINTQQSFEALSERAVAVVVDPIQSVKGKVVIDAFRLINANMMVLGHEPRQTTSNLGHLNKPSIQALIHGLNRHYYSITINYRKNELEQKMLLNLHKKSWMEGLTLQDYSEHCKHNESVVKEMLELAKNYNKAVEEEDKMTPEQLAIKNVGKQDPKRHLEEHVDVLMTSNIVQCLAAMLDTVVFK
DNMT1 block: inhibitors of human DNMT1; P26358; DNMT1 molecular beacon, Hinp1I cleavage, fluorescence; inhibition (reported as % activation of signal), % at 10 µM; actives 0.83% (n = 360,000); AID 588458; in the data active = inhibition above about 50%
MT1-MMP act inh: MT1-MMP (human) activation inhibition; HT1080 RFP-PRO-GFP cells, GFP/RFP ratio fluorescence, overnight; percent of plate control window, DMSO zero; GFP/RFP ratio change, % at 20 µM; actives 0.061% (n = 360,000);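 active = GFP/RFP ratio change of at least 30% with cell ATP level not reduced by more than half and red fluorescence within 50% of control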; also: strong numbers were not always called active
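Assay system: RFP-PRO-GFP reporter HT1080 cells; read-out basis: GFP/RFP fluorescence ratio; benchmarks: DMSO wells and RFP-L50D-GFP cells; doses: 20 µM single dose, 1% DMSO; schedule: overnight cell settling, then overnight compound exposure, 37 °C, 5% CO2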
* hit, by the source's call; i = inactive; . = not tested or not shown.

Letter code – A = LMPTP block; B = SKN-1 inh; C = NRP1-CendR mod; D = STEP inh; E = Scp1 inh; F = SUMO1 PPI mod; G = NadD inh; H = Rpn11 block; I = DNMT1 block; J = MT1-MMP act inh
SMILES: COc1cccc2c(=O)n(CC(=O)NC3CCCCC3)ccc12
  A: 0.9; B: 1; C: 7; D: -2; E: -15; F: 3; G: 1; H: i; I: 1; J: 3
SMILES: COc1ccc(/C=C/c2nnc(NC(=O)COc3ccc(C)cc3)s2)cc1
  A: -0.6; B: 4; C: -4; D: 2; E: 0; F: 2; G: 2; H: i; I: 29; J: 0
SMILES: Cc1cccc(C(=O)N2CCC(=O)N(C(COCc3ccccc3)Cc3ccccc3)CC2)c1 (stereo not drawn)
  A: -1.2; B: 21; C: 15; D: 0; E: -5; F: 3; G: 0; H: i; I: 1; J: -3
SMILES: Cc1c(C(=O)N2CCOCC2)c(S(=O)(=O)Nc2ccc(Br)cc2F)c(C)n1C
  A: -1.5; B: -1; C: 11; D: 0; E: -4; F: 5; G: -4; H: i; I: -2; J: 0
SMILES: CC1(C)CC(=O)C=C(NC2=CC3OC(c4ccccc4)OCC3OC2=O)C1 (stereo not drawn)
  A: -0.8; B: -3; C: -4; D: -4; E: -5; F: -3; G: -7; H: i; I: 4; J: 0
SMILES: COC(=O)c1cn(NC(=O)c2ccc(F)cc2)c(=O)c2ccccc12
  A: -1.3; B: 5; C: 1; D: 0; E: 6; F: 4; G: 0; H: i; I: 0; J: 0
SMILES: CC(Cc1ccccc1)NC(=O)CSc1nc2nc3c(cc2c(=O)n1-c1ccccc1)COC(C)(C)C3 (stereo not drawn)
  A: -1.2; B: -20; C: -2; D: 1; E: -3; F: 2; G: -1; H: i; I: 4; J: -2
SMILES: CC(=NNC(=S)Nc1cccc(C)c1)c1ccccn1
  A: 1.1; B: -9; C: 12; D: -1; E: -2; F: -4; G: 5; H: i; I: -16; J: 8
SMILES: COCc1cn(CC(C)n2c(=O)c3ccccc3n2Cc2cc(C(C)C)no2)nn1 (stereo not drawn)
  A: -0.6; B: 4; C: 8; D: .; E: .; F: -2; G: .; H: .; I: .; J: 8
SMILES: COc1ccc(NC2CCCN(C(=O)c3cccs3)C2)cc1 (stereo not drawn)
  A: -1.6; B: 2; C: 4; D: 2; E: -6; F: 1; G: 0; H: i; I: -3; J: 3
SMILES: CC(C)(C)c1cc(C(F)(F)F)nc(SCCCNC(=O)c2ccco2)n1
  A: 0.4; B: 23; C: -8; D: 3; E: -10; F: 2; G: -7; H: i; I: 4; J: -6
SMILES: CCc1ccc(N(CC(=O)NCc2ccco2)C(=O)CCC(=O)Nc2ccccn2)cc1
  A: 0.0; B: 14; C: 1; D: 3; E: -3; F: 4; G: 24*; H: i; I: 2; J: 0
SMILES: COc1ccc(CNC(=O)c2cc(=O)c3c(C)cc(C)cc3o2)cc1
  A: -0.7; B: -6; C: 19; D: 5; E: -7; F: -2; G: -12; H: i; I: 1; J: 0
SMILES: Cc1cccn2c(=O)nc(SCC(=O)N3CCOCC3)nc12
  A: -0.6; B: 21; C: -5; D: 1; E: -5; F: -2; G: 2; H: i; I: -1; J: 1
SMILES: NCc1ccccc1
  A: -0.7; B: 6; C: 10; D: -3; E: -6; F: 1; G: 0; H: i; I: 4; J: 0

Next part
Letter code – A = LMPTP block; B = SKN-1 inh; C = NRP1-CendR mod; D = STEP inh; E = Scp1 inh; F = SUMO1 PPI mod; G = NadD inh; H = Rpn11 block; I = DNMT1 block; J = MT1-MMP act inh
SMILES: CCOC(=O)c1nnn(-c2ccc(OC)cc2)c1N
  A: -1.3; B: -8; C: 0; D: -3; E: 2; F: -2; G: 0; H: i; I: 4; J: -3
SMILES: CC1(C(=O)Nc2ccccc2Cc2ccccc2)CCN1CCc1ccccc1 (stereo not drawn)
  A: 4.5; B: 13; C: -10; D: -1; E: .; F: 1; G: 9; H: i; I: 12; J: -8
SMILES: CCN(CC)CCN(C(=O)/C=C/c1cccs1)c1nc2ccc(C)cc2s1
  A: 1.3; B: -15; C: -24; D: 0; E: 14; F: -6; G: 1; H: i; I: -1; J: 5
SMILES: Cc1[nH]c2ccccc2c1/C=N/NC(=O)c1cccc(Br)c1
  A: 1.0; B: 11; C: -23; D: -3; E: -6; F: 2; G: -1; H: i; I: -6; J: -2
SMILES: Cc1ccc(S(=O)(=O)NCc2nc(-c3ccccc3)no2)cc1
  A: 0.6; B: 0; C: 17; D: 0; E: -7; F: 2; G: -10; H: i; I: 4; J: -3
SMILES: COc1cccc(C(=O)NNC(=O)c2cccc3ccccc23)c1
  A: 0.3; B: 17; C: 14; D: -4; E: -5; F: -19; G: 2; H: i; I: 1; J: -1
SMILES: CN(C)c1ccc(/C=N/NC(=O)c2ccc(Cn3cc(Br)cn3)o2)cc1
  A: 1.4; B: 12; C: 1; D: 0; E: 0; F: -15; G: 5; H: i; I: -3; J: 2
SMILES: CC(=O)Oc1ccc2occ(/C=N/c3cc(=O)[nH]c(=S)[nH]3)c(=O)c2c1
  A: -1.2; B: -13; C: -10; D: 0; E: -4; F: 1; G: -6; H: i; I: 1; J: 0
SMILES: COc1ccc(C2(c3ccc(OC)cc3)NC(=O)N(CC(=O)NC3(C#N)CCCCC3)C2=O)cc1
  A: -0.9; B: 14; C: 16; D: -2; E: -8; F: -3; G: 0; H: i; I: -5; J: 3
SMILES: Cc1cc(OCC(=O)N(C)Cc2ccccc2)ccc1Br
  A: 1.2; B: 12; C: -1; D: 2; E: -9; F: 4; G: 0; H: i; I: 0; J: 0
SMILES: COc1cc(S(=O)(=O)n2nc(C)cc2C)ccc1Cl
  A: -0.2; B: 29; C: 9; D: -3; E: -8; F: 1; G: -5; H: i; I: 0; J: -2
SMILES: O=S1(=O)CCN(Cc2cccnc2)CC1
  A: -1.9; B: 14; C: 1; D: 0; E: .; F: 23; G: 1; H: i; I: -2; J: -8
SMILES: CCCn1c(=O)c2ccccc2n2c(SCCOc3ccc(OC)cc3)nnc12
  A: -1.1; B: 8; C: 2; D: 0; E: 9; F: 6; G: -2; H: i; I: 2; J: -9
SMILES: O=C(COc1ccc2ccccc2c1)NNC(=O)c1cccs1
  A: 14; B: -4; C: -4; D: 2; E: 18; F: 4; G: -1; H: i; I: 5; J: 2
SMILES: Cn1c(=O)c(C(=O)c2ccc(S(C)(=O)=O)c(Cl)c2Cl)c(O)c2ccccc21
  A: 0.8; B: 1; C: -5; D: -1; E: -17; F: -7; G: -6; H: i; I: 0; J: -2

Next part.
Order of results: LMPTP block, SKN-1 inh, NRP1-CendR mod, STEP inh, Scp1 inh, SUMO1 PPI mod, NadD inh, Rpn11 block, DNMT1 block, MT1-MMP act inh
CC(C)(C)n1nnnc1C(c1cc2ccccc2o1)N1CCCC1 (stereo not drawn)
  0.2, 1, -22, ., ., 4, -4, ., ., 3
CC1=NN(c2ccccc2)C(=O)C1=Cc1ccccc1
  0.3, 7, 8, -2, ., 6, 5, i, -4, 8
CCCc1nc2ccc(C)cn2c1Cc1ccccc1OC
  0.1, 20, 0, 3, ., 10, -2, i, 8, -1
Cn1c(Cc2cccc3ccccc23)nnc1SCc1ccc([N+](=O)[O-])cc1
  -0.5, 13, 5, 28, 43, -11, 11, i, 4, 4
Cc1cccc2c1cnn2C(=O)CCC(=O)N1CCC(C)CC1
  -1.8, 1, -3, -1, -11, -2, -6, i, 1, 2
CCNC(=O)N1CCCC(C(=O)c2ccc(-c3ccccc3)cc2)C1 (stereo not drawn)
  0.8, -9, -10, 2, -8, 2, 1, i, 5, -3
CC1=NN(Cc2ccccc2)C(=O)C1C(c1ccncc1)C(C#N)C#N (stereo not drawn)
  -0.8, 1, 7, -4, -5, -18, -5, i, -2, 2
Cc1cc(C)cc(-n2ncc3c2CCCC3NC(=O)c2csnn2)c1 (stereo not drawn)
  -1.3, -4, -3, 5, -2, 0, -1, i, 0, 2
CC(=O)Cn1cnc2sc(-c3ccccc3)cc2c1=O
  0.9, 18, -5, 1, -5, -19, 0, i, 0, -7
O=C(NNC(=O)c1ccc(-n2cncn2)c([N+](=O)[O-])c1)c1cccc(Cl)c1
  -0.5, 10, 11, 1, -5, -32, 1, i, -1, 4

Structures shown so far that have a cyano group:
Order of results: LMPTP block, SKN-1 inh, NRP1-CendR mod, STEP inh, Scp1 inh, SUMO1 PPI mod, NadD inh, Rpn11 block, DNMT1 block, MT1-MMP act inh
COc1ccc(C2(c3ccc(OC)cc3)NC(=O)N(CC(=O)NC3(C#N)CCCCC3)C2=O)cc1
  -0.9, 14, 16, -2, -8, -3, 0, i, -5, 3
CC1=NN(Cc2ccccc2)C(=O)C1C(c1ccncc1)C(C#N)C#N (stereo not drawn)
  -0.8, 1, 7, -4, -5, -18, -5, i, -2, 2

(next part)
Order of results: LMPTP block, SKN-1 inh, NRP1-CendR mod, STEP inh, Scp1 inh, SUMO1 PPI mod, NadD inh, Rpn11 block, DNMT1 block, MT1-MMP act inh
O=C1CC(c2nc3ccccc3[nH]2)CN1c1cccc(C(F)(F)F)c1 (stereo not drawn)
  -0.6, -6, -2, 3, -6, 4, -1, i, -4, 3
Cc1nn(CC(=O)NCCCc2ccccc2)c(=O)c2cc3occc3n12
  1.3, 10, 5, 1, -2, -5, 6, i, 0, .
COc1ccc(NC(=O)c2ccc(S(=O)(=O)N3CCOCC3)o2)cc1
  -0.9, -5, -1, -1, -11, 1, -2, i, -1, 1
Cc1cc2c3c([nH]c2cc1S(=O)(=O)NCc1ccc(CN2CCCCCC2)o1)CC(C)(C)CC3=O
  2.1, 4, 3, 4, -6, 6, -1, i, -1, 2
Cc1ccc(S(=O)(=O)N(CC(=O)Nc2ccccc2)C(=O)N2CCN(C)CC2)cc1
  1.4, -2, 2, -4, 7, -3, -5, i, -5, 5
N/C(=N\OC(=O)Cc1ccc(Cl)cc1)c1cccnc1
  0.3, 27, -6, 2, -5, -1, 3, i, 0, -4
O=C(c1ccoc1)N1CCCC(N2CCN(c3ccc(F)cc3)CC2)C1 (stereo not drawn)
  2.4, 1, 9, -2, -5, 0, 0, i, 1, 1

Given with tabs: two of the compounds above
compound	LMPTP block	SKN-1 inh	NRP1-CendR mod	STEP inh	Scp1 inh	SUMO1 PPI mod	NadD inh	Rpn11 block	DNMT1 block	MT1-MMP act inh
Cc1ccc(S(=O)(=O)N(CC(=O)Nc2ccccc2)C(=O)N2CCN(C)CC2)cc1	1.4	-2	2	-4	7	-3	-5	i	-5	5
N/C(=N\OC(=O)Cc1ccc(Cl)cc1)c1cccnc1	0.3	27	-6	2	-5	-1	3	i	0	-4
